aGlu spleen mod: inhibitors or activators of human alpha-glucosidase in spleen homogenate; human spleen homogenate, 4-MU-alpha-glucoside fluorescence; Potency, µM (highest dose often 79.9 µM), without a hit: at the highest dose activity change, negative = inhibition, usual class: inhibitors; actives 0.006% (n = 240,000);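 also: 0% = enzyme with vehicle and -100% = no enzyme basal signal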
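Human spleen homogenate (1 ug) with 4-methylumbelliferyl-alpha-D-glucopyranoside (1 mM final) in 50 mM citrate/phosphate pH 5.0, 0.01% Tween-20; 40 min at 37 C. Stopped at pH 10; 4-MU fluorescence Ex 365/Em 440 nm; AC50 by Hill fit.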
GAA inh: inhibitors of human lysosomal alpha-glucosidase; purified human GAA, 4-MU-alpha-glucoside fluorescence; Potency, µM (series often up to 76.9 µM), for the others: at the top dose activity change, negative = inhibition, actives largely listed as inhibitors; AID 1466; P10253; actives 0.005% (n = 200,000);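 also: plate controls were uninhibited enzyme wells for no effect and no-enzyme background for full effect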
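AC50 values come from Hill fits of compound titrations (up to 77 uM) against 4 nM human enzyme. Substrate 4-methylumbelliferyl-alpha-D-pyranoside at 400 uM, pH 5.0 citrate buffer, 20 min room temperature; fluorescence Ex 365/Em 440 after alkaline stop.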
GAA glycogen mod: alters human alpha-glucosidase cleavage of glycogen. recombinant GAA, glycogen substrate, Amplex Red glucose oxidase fluorescence. Potency, µM (doses to about 76.4 µM), inactives show top-dose activity change, negative = inhibition, usual class: inhibitors. actives 0.38% (n = 300,000). AID 2100;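 also: 0% = full enzyme reaction and -100% = no-enzyme basal signal; the screen sought inhibitors and activators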
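Natural-substrate format: glycogen cleavage by 4 nM human enzyme, glucose read by Amplex Red coupling (Ex 573, Em 610 nm). Normalized to enzyme and no-enzyme controls.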
HTT ATP protect: protects HTT-Q103 PC12 cells, measured by ATP; PC12 HTT-Q103 induced, cytoprotection, ATP luminescence, 40 h; Potency, µM (top dose mostly 56.4 µM), without a hit: cytoprotection (ATP increase), most hits filed as activators; actives 0.14% (n = 230,000);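 also: % of control where 0% means no effect; nearly all actives have a fitted effect of over 45% in size; toxic huntingtin expression switched on by the ecdysone agonist tebufenozide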
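ATP quantification (ATPlite) reports survival of PC12 cells in which tebufenozide, 100 nM final, switches on Htt exon 1 with 103 glutamines linked to GFP; compounds are titrated.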
HTT aggregate: reduces HttQ103-GFP aggregates in PC12 cells; PC12 HttQ103-GFP aggregates, Acumen cytometry, 40 h; Potency, µM (series often up to 46.1 µM), inactives show top-dose activity change, negative = inhibition, usual class: inhibitors; actives 1.1% (n = 220,000); AID 1688; also: % is scaled to controls: 0 for no effect and ±100 for the full control effect; nearly all actives have a fitted effect of over 60% in size
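Quantitative HTS on tebufenozide-induced (100 nM) PC12 cells stably expressing polyQ103 Huntingtin exon 1–GFP. Reduction of bright GFP aggregates, detected by laser scanning cytometry after lysis, identified actives across the titration.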
IMPase Li cell: IMPase inhibition in cells with lithium potentiation | CHO-M1 cells, IP1 TR-FRET (IP-One), carbachol + lithium | Potency, µM (highest dose often 59.4 µM), for the others: at the top dose activity, negative = IMPase inhibition, actives largely listed as inhibitors | actives 0.35% (n = 210,000);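 also: IP1 builds up when IMPase is blocked and the TR-FRET signal falls; plate controls were basal vehicle for no effect and high inhibitor control for full effect; nearly all actives have a fitted effect of over 50% in size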
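Readout is a homogeneous TR-FRET IP1 immunoassay (Ex 320, Em 665 and 620), where raised cytosolic IP1 lowers signal. Cells were CHO-M1 treated 30 min at 37C with test compounds plus a little lithium; AC50 values came from Hill-equation fitting.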
GoLoco inh red: inhibitors of human Gai1-RGS12 GoLoco interaction (red fluorophore) | P63096 | Gai1:RGS12 GoLoco peptide FP, rhodamine, 10 min | Potency, µM (top dose mostly 61.6 µM), without a hit: top-dose activity, negative = inhibition, usual class: inhibitors | actives 0.44% (n = 230,000); active = well fitted inhibition curve with a large enough effect, not every such curve was filed as active; inactive = no such curve, though single readings can be large or run the other way; also: % is scaled to controls: 0 for no effect and ±100 for the full control effect; nearly all actives have a fitted effect of over 30% in size; many of its hits are not listed in these tables
Target sequence (P63096 whole entry, looked up): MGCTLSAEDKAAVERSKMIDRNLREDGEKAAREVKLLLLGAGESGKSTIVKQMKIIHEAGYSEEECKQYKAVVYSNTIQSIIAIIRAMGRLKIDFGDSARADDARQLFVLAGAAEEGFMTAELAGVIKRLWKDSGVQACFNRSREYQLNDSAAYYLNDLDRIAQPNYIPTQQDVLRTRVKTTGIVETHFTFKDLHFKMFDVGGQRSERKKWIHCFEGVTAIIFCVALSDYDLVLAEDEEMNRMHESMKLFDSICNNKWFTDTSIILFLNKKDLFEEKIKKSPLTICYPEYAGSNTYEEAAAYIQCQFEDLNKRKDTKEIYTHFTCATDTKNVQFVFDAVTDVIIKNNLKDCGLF
* hit, by the source's call; ? = inconclusive; nt = not tested or not shown; [ ] = remark or other dose. Unless noted, calls follow the shape of the dose curve; as a rule, active = well fitted curve in the direction sought with a large enough effect; inconclusive = small, poorly fitted or top-dose-only effect, or another doubt; inactive = no such curve, though single readings can be large; an effect the other way counts as inactive or inconclusive. Potency is read from the fitted curve at half-maximal effect. A portion of the library; the hit share may differ from the screen's.

Order of values – aGlu spleen mod	GAA inh	GAA glycogen mod	HTT ATP protect	HTT aggregate	IMPase Li cell	GoLoco inh red
1	COc1ccc(S(=O)(=O)Nc2cccc(SC)c2)cc1OC
→ 3%	-3%	3%	5%[10 µM]	0.71µM*	-1%	6%
2	Cc1nc(N2CCN(C(=O)c3ccc(Cl)cc3)CC2)c(C#N)c2c1COC(C)(C)C2
→ 4%	-3%	2%	-12%	?	-3%[38.3 µM]	9%
3	O=C(NCCc1c[nH]c2ccccc12)c1cc2ccccc2oc1=O
→ 0%	-1%	-5%	-7%	11%	3%	-2%
4	Cc1ccc(NC(=S)NNC(=O)c2nn(C)cc2Cl)cc1
→ 2%	5%	14µM*	-53%[inhibitor]	-9%	0%[38.3 µM]	11%
5	COC(=O)c1nnc(C(=O)NCc2ccccc2)c2[nH]c3ccc(OC)cc3c12
→ -1%	nt	nt	?	nt	17%	1%
6	CN1CCC(=NNC(=O)CSc2ccc(Cl)cc2)CC1
→ -5%	4%	10%	21%[10 µM]	6%[9.22 µM]	-9%	3%
7	O=C(Nc1ccc2c(c1)CCC2)Nc1ccc2c(c1)OCO2
→ -7%	4%	1%	-51%[inhibitor]	-15%	-4%	8%
8	CC1CCCN(C(=O)C23CCC(C)(C(=O)C2)C3(C)C)C1 (stereo not drawn)
→ -4%	0%	1%	-7%	-3%	34%[activator][38.3 µM]	-10%
9	O=C(Nc1nc2nccc(-c3ccccc3)n2n1)c1ccc(F)cc1
→ 1%	1%	-8%	4%[10 µM]	3%	10µM*	11%
10	COc1cc(/C=C(\C#N)C(=O)N2CCOCC2)cc(Br)c1O
→ 0%	-12%	4%	2%[10 µM]	11%	11%	47%[activator]
11	CCn1cc(Br)c(C(=O)Nc2ccc(Cl)cc2Cl)n1
→ 0%	0%	-14%	-5%	14%[9.22 µM]	38%[activator][38.3 µM]	9%
12	COC(=O)c1ccc(C(=O)O)nc1
→ 3%	nt	-4%	-5%[10 µM]	-12%[9.22 µM]	nt	-11%
13	COc1ccc(Cl)cc1NC(=S)N1CCCC1
→ -2%	6%	-11%	21%	1%	6%	25%
14	O=C(NNS(=O)(=O)c1ccc(Cl)cc1)c1cccc(S(=O)(=O)N2CCOCC2)c1
→ 5%	nt	-20%	7%[10 µM]	10%[9.22 µM]	nt	-2%
15	O=C(CSc1ncnc2nc[nH]c12)NCCc1ccccc1
→ -8%	-4%	-4%	-4%	3%	-22%[38.3 µM]	-5%
16	O=C(CCc1ccc(S(=O)(=O)NCCc2ccccc2)cc1)N1CCN(Cc2ccc3c(c2)OCO3)CC1
→ 7%	2%	-3%	-1%	4%[9.22 µM]	29%[38.3 µM]	4%
17	Cc1cc(=O)oc2cc(NC(=S)NCc3cccnc3)ccc12
→ 4%	?	-10%	-7%	2%	-17%	1%
18	CC1CN(S(=O)(=O)c2cccc(-c3csc(-c4ccccc4)n3)c2)CC(C)O1 (stereo not drawn)
→ -4%	-16%	-7%	-3%	-29%	35%[38.3 µM]	-8%
19	COc1ccc(CCC(=O)NCCc2cn3c(C)csc3n2)cc1
→ -2%	-4%	-2%	-4%	-3%	2%[38.3 µM]	13%
20	CN1CCN(CCC(=O)N2c3ccccc3Sc3ccc(Cl)cc32)CC1
→ 3%	1%	2%	-20%	-1%	25%[38.3 µM]	-2%
21	CC(=O)Nc1nc(C2COc3ccccc3O2)cs1 (stereo not drawn)
→ 4%	2%	4%	-5%[10 µM]	-5%	5%	4%
22	CC1CC1C(=O)OCC(=O)NCc1ccccc1Cl (stereo not drawn)
→ -15%	0%	0%	1%[10 µM]	-14%	11%[38.3 µM]	-15%
23	c1ccc2c(c1)[nH]c1c(N3CCC4(CC3)OCCO4)ncnc12
→ -15%	-4%	3%	-34%	13µM*	26%[38.3 µM]	12%
24	CCOC(=O)CSc1ncccn1
→ 0%	-2%	3%	22%	-12%	nt	-2%
25	Cc1ccc(-c2nc(CN3CCN(c4cnccn4)CC3)c(C)o2)o1
→ -4%	11%	4%	-7%[10 µM]	11%[9.22 µM]	3%	49%[activator]
26	Cc1cc(NC(=O)c2cc(CC(C)C)on2)no1
→ -3%	-6%	6%	-12%	-17%	25%[38.3 µM]	2%
27	O=C1CCCN1CC(O)CS(=O)(=O)c1ccccc1 (stereo not drawn)
→ -5%	0%	2%	-10%	-13%	3%[38.3 µM]	1%
28	COc1ccc(NC(=O)C(C)Oc2ccc(/C(C)=N\O)cc2)cc1 (stereo not drawn)
→ -19%	0%	2%	8%	3%	2%[38.3 µM]	9%
29	COCC(=O)Nc1cccc2ccccc12
→ -1%	4%	-24%	-3%[0.074 µM]	-11%	24%[38.3 µM]	-31%
30	CC1CCCCN1C(=O)CSc1nnc(-c2ccc(Cl)s2)o1 (stereo not drawn)
→ 8%	-5%	1%	-17%	-27%	-3%[38.3 µM]	-4%

Twelve entries from above, bar-delimited:
cpd | Molecule | aGlu spleen mod | GAA inh | GAA glycogen mod | HTT ATP protect | HTT aggregate | IMPase Li cell | GoLoco inh red
19 | COc1ccc(CCC(=O)NCCc2cn3c(C)csc3n2)cc1 | -2% | -4% | -2% | -4% | -3% | 2%[38.3 µM] | 13%
20 | CN1CCN(CCC(=O)N2c3ccccc3Sc3ccc(Cl)cc32)CC1 | 3% | 1% | 2% | -20% | -1% | 25%[38.3 µM] | -2%
21 | CC(=O)Nc1nc(C2COc3ccccc3O2)cs1 (stereo not drawn) | 4% | 2% | 4% | -5%[10 µM] | -5% | 5% | 4%
22 | CC1CC1C(=O)OCC(=O)NCc1ccccc1Cl (stereo not drawn) | -15% | 0% | 0% | 1%[10 µM] | -14% | 11%[38.3 µM] | -15%
23 | c1ccc2c(c1)[nH]c1c(N3CCC4(CC3)OCCO4)ncnc12 | -15% | -4% | 3% | -34% | 13µM* | 26%[38.3 µM] | 12%
24 | CCOC(=O)CSc1ncccn1 | 0% | -2% | 3% | 22% | -12% | nt | -2%
25 | Cc1ccc(-c2nc(CN3CCN(c4cnccn4)CC3)c(C)o2)o1 | -4% | 11% | 4% | -7%[10 µM] | 11%[9.22 µM] | 3% | 49%[activator]
26 | Cc1cc(NC(=O)c2cc(CC(C)C)on2)no1 | -3% | -6% | 6% | -12% | -17% | 25%[38.3 µM] | 2%
27 | O=C1CCCN1CC(O)CS(=O)(=O)c1ccccc1 (stereo not drawn) | -5% | 0% | 2% | -10% | -13% | 3%[38.3 µM] | 1%
28 | COc1ccc(NC(=O)C(C)Oc2ccc(/C(C)=N\O)cc2)cc1 (stereo not drawn) | -19% | 0% | 2% | 8% | 3% | 2%[38.3 µM] | 9%
29 | COCC(=O)Nc1cccc2ccccc12 | -1% | 4% | -24% | -3%[0.074 µM] | -11% | 24%[38.3 µM] | -31%
30 | CC1CCCCN1C(=O)CSc1nnc(-c2ccc(Cl)s2)o1 (stereo not drawn) | 8% | -5% | 1% | -17% | -27% | -3%[38.3 µM] | -4%

Remaining list, next part.
Order of values – aGlu spleen mod	GAA inh	GAA glycogen mod	HTT ATP protect	HTT aggregate	IMPase Li cell	GoLoco inh red
31	CN(C)S(=O)(=O)c1ccc(Cl)c(C(=O)Nc2cccc([N+](=O)[O-])c2)c1
→ 5%	10%	18%	3%[10 µM]	?	5%	3%
32	CCn1nnnc1SCC(=O)c1cc(OC)ccc1OC
→ 4%	-15%	-2%	-15%	5%	3%[38.3 µM]	4%
33	CC(C)CC(=O)NC1(C(F)(F)F)C(=O)N(Cc2ccccc2)C2=C1C(=O)CC(C)(C)C2 (stereo not drawn)
→ -4%	-14%	6%	9%	-10%	-22%[38.3 µM]	6%
34	Cc1[nH]c2ccccc2c1C(=O)CSc1ccccn1
→ -1%	?	4%	-11%[10 µM]	-1%[9.22 µM]	-1%	38%[activator]
35	O=C(Nc1ccc(NC(=O)c2ccccc2O)cc1)Nc1ccc(F)cc1F
→ 2%	nt	5%	13%[10 µM]	-10%[9.22 µM]	nt	5%
36	C=CCn1c(SCC(=O)O)nc2sc(CC)cc2c1=O
→ 0%	-13%	-11%	-12%[10 µM]	-10%[9.22 µM]	3%	-2%
37	O=C(c1ccc(CNS(=O)(=O)c2cccc(C(F)(F)F)c2)cc1)N1CCOCC1
→ 4%	-9%	-4%	-3%	?	37%[38.3 µM]	-1%
38	CCC(C)NC(=O)CN(c1cc(Cl)ccc1OC)S(C)(=O)=O (stereo not drawn)
→ -2%	2%	6%	-13%[10 µM]	3%	6%	7%
39	COc1ccc(NC(=O)c2ccccc2NC(=O)C2CCCO2)cc1 (stereo not drawn)
→ -8%	-4%	0%	-125%[inhibitor][0.074 µM]	13%	29%[38.3 µM]	-1%
40	Cc1ccccc1-n1c(=O)cc(N2CCc3ccccc32)[nH]c1=O
→ -5%	-12%	3%	-28%[10 µM]	-14%	23%[38.3 µM]	7%
41	O=C(Nc1ccccc1N1CCCCC1)c1ccco1
→ 3%	6%	-9%	-70%[inhibitor]	7%	-2%[38.3 µM]	8%
42	COc1cccc(Cn2c(=O)c(-c3cccc(C#N)c3)nc3cnc(OC)nc32)c1
→ -6%	nt	nt	-3%	nt	12%	1%
43	COCC(C)NC(=O)c1cc(OC)cc(OC)c1 (stereo not drawn)
→ -5%	5%	-13%	-42%	-2%[9.22 µM]	11%	9%
44	COC(=O)[C@@]1(Cc2ccc(OC)cc2)[C@H]2c3cc(C(=O)N(C)C)n(CCc4c[nH]c5ccc(O)cc45)c3C[C@H]2CN1C(=O)c1ccccc1
→ 0%	nt	nt	5%	nt	8%	3%
45	COc1nc(NCCc2ccc(OC)c(OC)c2)nc(NC(C)(C)CO)n1
→ 4%	?	1%	29%[1.9 µM]	2%	8%	-2%
46	CN(C)C(=O)c1c([N+](=O)[O-])ncn1C
→ 5%	4%	-3%	nt	-6%	-3%	8%
47	Cn1c(CNc2nc(-c3ccccc3)cs2)nnc1SCC(=O)OC1CCCCC1
→ -2%	-1%	-19%	17%[10 µM]	-4%	-7%	2%
48	Cc1ccc(N(C(=O)C(F)(F)F)C(C(=O)NC2CCCCC2)c2cccs2)cc1 (stereo not drawn)
→ -8%	-11%	3%	12%	11%	20%[38.3 µM]	1%
49	Nc1nc(Nc2ccccc2)nc2c1ncn2[C@@H]1O[C@@H](CO)[C@H](O)[C@H]1O
→ -1%	nt	nt	-20%	nt	9%	4%
50	O=C1c2cccc3c([N+](=O)[O-])c(O)cc(c23)C(=O)N1Nc1ccccc1
→ -2%	4%	1%	5%	19%	-6%	23%

Screens: PubChem, National Center for Advancing Translational Sciences (NCATS)
